VIM-2 inhibitor: inhibitors of Pseudomonas aeruginosa VIM-2 metallo-beta-lactamase; purified VIM-2, nitrocefin hydrolysis, epi-absorbance fluorescence; inhibition, % at 5.6 µM; 290,000 compounds, 0.89% hits;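 active = inhibition above the mean of all tested compounds plus 3 SD, cutoff set per screening run, cut at about 7.5% in these data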;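 note: red hydrolysis product quenches plate fluorescence so inhibitors raise well fluorescence; 0% = enzyme with DMSO and 100% = DMSO without enzyme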
GalR3 antag: blocks the human galanin receptor 3; O60755; HEK293 GalR3-CNG cAMP membrane potential fluorescence; galR3 body fused to GalR1 C-terminus; inhibition, % at 3 µM; 360,000 compounds, 0.44% hits; AID 651719;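 active = inhibition above the screen-wide average plus 3 SD, cut at about 13% in these data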;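 note: forskolin and galanin both at EC90 stimulate the cells; cAMP rise reported by CNG channel membrane potential dye signal; 0% = forskolin plus galanin with DMSO and 100% = forskolin alone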
IDE act: IDE (human) activation, cell-based | activation, % at 5.96 µM | HEK cells, FAbeta-B cleavage, fluorescence polarization; 0% vehicle, 100% cell-free pure enzyme wells | 340,000 compounds, 0.073% hits | AID 493087;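 active = activation above the mean of all tested compounds plus 3 SD, set per screening campaign, cut at about 17% in these data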
IDE inh: inhibitors of human insulin-degrading enzyme in cells; AID 434962; P14735; inhibition, % at 5.59 µM; HEK cells, FAbetaB cleavage, fluorescence polarization; 320,000 compounds, 0.41% hits;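 active = percent inhibition above the average of all tested compounds plus 3 SD, set per screening campaign, cut at about 16% in these data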;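 note: IDE supplied by intact live HEK cells; FP after avidin binding of uncleaved biotin substrate so inhibition keeps polarization high; 0% = DMSO wells and 100% = 60 µM reference IDE inhibitor Ii1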
IMP-1 inh: blocks Pseudomonas aeruginosa IMP-1 metallo-beta-lactamase | AID 1556 | 290,000 compounds, 0.45% hits | inhibition, % at 5.6 µM | purified IMP-1, nitrocefin hydrolysis, epi-absorbance fluorescence;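 active = inhibition above the mean plus 3 SD of all compounds in the same screening run, cut at about 4.5% in these data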;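 note: 0% = IMP-1 with DMSO and 100% = DMSO wells lacking enzyme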
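Assay system: purified recombinant IMP-1 beta-lactamase. Input: IMP-1 0.2 nM before substrate addition. Buffer or medium: Zinc- and detergent-supplemented HEPES buffer, pH 7.1. Schedule: 25 °C, 15 min preincubation, 25 min reaction. Signal: Epi-absorbance fluorescence, 480 nm excitation, 530 nm emission. Evaluation: percent inhibition from optical density relative to buffer-blank wells.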
CRFBP-R2 block: blocks CRF-induced signaling of the CRF-BP/CRF-R2 complex. HEK293 CRF-R2/CRF-BP, CRF-induced calcium fluorescence. inhibition, % at 11.8 µM. 350,000 compounds, 0.59% hits. AID 588475;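 active = inhibition of the ligand-induced calcium signal above about 50% at the single tested concentration, limit read from the data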
pCIP destab: p/CIP protein destabilization; F442A p/CIP-EGFP cells, EGFP fluorescence, 16 h; decrease of EGFP signal, % at 10 µM; 290,000 compounds, 0.01% hits;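 active = EGFP signal decrease of at least 30% at 10 µM or well 3 SD below plate mean, unless failing retest; inactive = the rest, including hits failing retest or dose response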; note: some compounds called inactive have numbers as strong as hits; many of its hits are not listed in these tables
Target sequence (Q05BA5 1-1403): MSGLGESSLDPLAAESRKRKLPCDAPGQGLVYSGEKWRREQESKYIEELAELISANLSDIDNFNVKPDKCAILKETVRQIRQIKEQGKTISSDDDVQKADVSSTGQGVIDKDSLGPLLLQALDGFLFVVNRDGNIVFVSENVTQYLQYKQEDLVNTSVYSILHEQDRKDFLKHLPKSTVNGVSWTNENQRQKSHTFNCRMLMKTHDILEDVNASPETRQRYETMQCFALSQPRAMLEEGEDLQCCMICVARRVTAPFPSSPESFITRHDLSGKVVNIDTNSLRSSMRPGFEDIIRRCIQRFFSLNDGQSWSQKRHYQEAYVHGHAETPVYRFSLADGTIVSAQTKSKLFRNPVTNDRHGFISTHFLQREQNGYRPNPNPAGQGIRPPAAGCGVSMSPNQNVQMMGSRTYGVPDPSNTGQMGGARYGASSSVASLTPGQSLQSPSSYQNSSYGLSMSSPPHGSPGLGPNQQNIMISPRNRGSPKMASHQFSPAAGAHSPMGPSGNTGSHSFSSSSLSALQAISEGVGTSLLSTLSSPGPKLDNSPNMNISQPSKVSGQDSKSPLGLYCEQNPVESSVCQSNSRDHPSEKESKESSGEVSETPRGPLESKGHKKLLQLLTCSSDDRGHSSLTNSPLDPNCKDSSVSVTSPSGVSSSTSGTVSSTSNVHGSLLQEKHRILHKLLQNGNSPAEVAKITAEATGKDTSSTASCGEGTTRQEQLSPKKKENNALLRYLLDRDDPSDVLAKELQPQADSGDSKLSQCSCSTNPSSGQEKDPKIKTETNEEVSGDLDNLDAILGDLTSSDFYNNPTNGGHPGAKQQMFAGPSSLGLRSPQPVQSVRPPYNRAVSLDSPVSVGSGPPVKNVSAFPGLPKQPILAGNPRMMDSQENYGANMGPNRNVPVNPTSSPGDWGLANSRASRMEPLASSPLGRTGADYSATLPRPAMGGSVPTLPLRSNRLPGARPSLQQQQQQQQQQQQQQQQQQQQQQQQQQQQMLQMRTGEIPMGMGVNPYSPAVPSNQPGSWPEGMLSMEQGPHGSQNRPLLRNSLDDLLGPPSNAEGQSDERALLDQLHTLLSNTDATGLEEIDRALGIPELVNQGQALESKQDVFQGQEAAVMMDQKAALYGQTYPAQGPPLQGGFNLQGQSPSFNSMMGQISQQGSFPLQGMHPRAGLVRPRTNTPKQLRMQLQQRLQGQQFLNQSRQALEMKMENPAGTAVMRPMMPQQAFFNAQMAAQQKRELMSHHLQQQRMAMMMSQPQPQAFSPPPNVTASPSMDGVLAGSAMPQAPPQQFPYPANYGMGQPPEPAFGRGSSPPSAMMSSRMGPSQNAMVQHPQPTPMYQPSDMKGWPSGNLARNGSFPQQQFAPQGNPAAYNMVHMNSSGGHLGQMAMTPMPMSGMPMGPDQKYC
UBC9 SUMO inh: inhibitors of human SUMOylation (UBC9); 290,000 compounds, 0.36% hits; inhibition, % at 35 µM; P63279; HTRF SUMOylation assay, SAE1/SAE2 + UBC9, in vitro; in the data active = inhibition above about 50%, passing the limit was not always enough; note: strong numbers were not always called active
HCV NS3 hel inh: blocks Hepatitis C virus NS3 helicase unwinding; 290,000 compounds, 0.56% hits; NS3 helicase DNA unwinding, Cy5 molecular beacon fluorescence; inhibition, % at 10.9 µM;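 active = inhibition above the mean of all tested compounds plus 3 SD, set per campaign, cut at about 35% in these data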;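 note: 0% = DMSO wells and 100% = thioflavine S control wells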
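Assay system: hepatitis C virus NS3 helicase domain fragment enzyme. Also added: annealed dual-labelled DNA beacon duplex, ATP-started. Timing: 1 h reaction at 25 °C, ATP-initiated. Technique: Cy5 fluorescence at 0 and 60 min, beacon hairpin quenching. Evaluation: % inhibition of unwinding. Replication: one well per compound.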
An asterisk follows results filed as active; . = no result given.

No.	SMILES	VIM-2 inhibitor	GalR3 antag	IDE act	IDE inh	IMP-1 inh	CRFBP-R2 block	pCIP destab	UBC9 SUMO inh	HCV NS3 hel inh
1	CCOC(=O)C1CCN(C(=O)CSc2ccccc2)CC1	0.0	-5	4	5	-1.0	-11	-2	8	1
2	CC(C)NC(=O)NC(=O)COC(=O)Cc1ccsc1	-3.5	-2	0	2	-4.8	1	-13	19	-5
3	CSc1ccc(C(=O)N2CCc3ccc(NC(=O)c4ccccn4)cc3C2)cc1	-2.3	-2	-1	-1	-2.5	-7	-17	-4	-6
4	COc1ccc(-c2cc3nc(-c4ccccc4)cc(N4CCC5(CC4)OCCO5)n3n2)cc1	-3.8	-8	1	-1	-1.0	-12	-7	15	-10
5	O=C(NCCCNC(=O)c1ccc(Cl)cc1Cl)c1ccccn1	-0.6	-9	-6	8	-1.3	-7	-2	6	6
6	Cc1oc(-c2ccccc2F)nc1CS(=O)(=O)CC(=O)NC1CCCC(C)C1C (stereo unspecified)	-1.4	-1	3	-16	-4.2	4	-8	10	-4
7	FC(F)(F)c1ccc(-c2n[nH]c(=S)o2)nc1	-2.3	-3	-1	4	-4.2	-8	13	0	-1
8	CCN(CC)S(=O)(=O)c1cccc(C(=O)N[C@H](C(=O)NNC(=O)c2ccccc2)C(C)C)c1	-3.9	-7	6	10	-3.7	15	-23	-1	8
9	CCCCCOC(=O)C1=C(C)NC(=O)NC1c1ccccc1OCC (stereo unspecified)	-0.6	-7	3	5	0.3	-18	-2	16	-14
10	CCc1cc(=O)oc2c3c(cc(OCC(=O)Nc4cccnc4)c12)OC(C)(C)CC3	67*	4	-2	0	-3.8	7	-15	28	-20
11	Cc1cccc(C(=O)Nc2sc3c(c2C#N)CCCCC3)c1	1.6	-1	7	0	-1.2	-25	-2	30	-2
12	COC(=O)c1sc(S(=O)(=O)NCC(=O)O)c(C(=O)OC)c1C	0.7	-4	6	-4	-2.6	-10	-9	8	-5
13	O=C(COC(=O)C1CC2CCCC(C1)C2=O)Nc1nc(-c2ccc(F)c(F)c2)cs1 (stereo unspecified)	.	-2	-4	-3	.	-7	.	.	.
14	O=P(c1ccc2c(c1)OCCO2)(N1CCOCC1)N1CCOCC1	-2.3	3	-1	3	-5.7	6	-16	12	10
15	COc1ccc(CC(=S)N2CCOCC2)cc1OC	-4.0	-7	3	0	-0.2	15	-4	-3	-3
16	COc1ccc(O)c(-c2cc(-c3ccc(F)cc3)n[nH]2)c1	-4.4	-9	-1	6	-3.9	7	1	-19	-23
17	CC1CCN(S(=O)(=O)c2ccc(S(=O)(=O)N3CCCC3)cc2)CC1	-3.7	-3	0	7	-6.3	4	-4	6	5
18	CCc1c(C(C)S(=O)(=O)c2ccccc2)[nH]c(=O)n1CC (stereo unspecified)	-2.8	-4	-3	4	-2.4	-11	-5	6	1
19	Cc1ccccc1NC(=S)N(CCN(C)C)C(C)c1ccccn1 (stereo unspecified)	-5.2	-7	-2	-3	-4.3	19	-5	19	6
20	Cc1ccccc1OCCOC(=O)c1ccc(S(=O)(=O)N2CCCC2)cc1	.	-3	3	2	.	0	.	.	.
21	Cc1cccc(N2C(=O)CC(N3CCN(Cc4ccc(Cl)cc4)CC3)C2=O)c1 (stereo unspecified)	-2.2	-2	4	-2	-3.0	3	5	-3	1
22	CC(NC(=O)COC(=O)C12CC3CC(CC(Br)(C3)C1)C2)c1ccccc1 (stereo unspecified)	.	-4	2	14	.	62*	.	.	.
23	COc1ccc(CC(=O)OCC(=O)NC(=O)Nc2ccccc2F)cc1	.	-6	2	5	.	-2	.	.	.
24	Cc1ccc(-c2cn3cccc(C)c3n2)cc1	0.0	-2	-1	.	0.1	2	5	16	-6
25	COc1ccc(CN2C(=O)c3cccnc3C2=O)cc1S(=O)(=O)N1CCCCC1C (stereo unspecified)	-1.7	-11	6	2	-2.7	4	9	7	-12
26	COC(=O)c1ccc(CNC(=O)COC(=O)c2ccc(N(C)C)cc2)cc1	-1.7	-4	-1	2	-2.0	1	0	8	-9
27	O=C(C1CCN(c2ncnc3c2nc2n3CCCCC2)CC1)N1CCN(c2cccc(Cl)c2)CC1	1.3	-8	2	-5	-1.2	-5	-7	-12	-36
28	COCCNC(=O)c1cc2cc(Cl)cc(Cl)c2oc1=O	-5.8	-5	3	2	-1.4	-8	-4	5	-1
29	COc1cccc(C=Nc2ccc(N3CCOCC3)cc2)c1O	-1.3	-6	8	-5	-19	-1	9	0	14
30	O=S(=O)(NC1CCN(Cc2ccccc2)CC1)c1cccc(S(=O)(=O)N2CCOCC2)c1	-4.2	-1	3	-1	-0.8	32	-13	20	-2
31	Cc1ccc2oc(/N=C(\N)NC(=O)C(C)(C)C)nc2c1	-3.3	4	4	0	-3.7	-56	-13	1	-5
32	CS(=O)(=O)/C(C#N)=C\c1cnc(S(=O)(=O)c2ccccc2)s1	-2.5	.	.	7	-1.9	.	-10	25	-1
33	CCCN(Cc1ccc(C)cc1)C(=O)c1ccc(CNS(=O)(=O)c2ccc(C(C)=O)cc2)cc1	.	-9	4	0	.	5	.	.	.
34	O=C(NCc1cccnc1)c1cccc2c1C(=O)N(C1CCCCC1)C2	1.7	2	2	5	-1.5	-4	19	11	-3
35	Cc1cc2cc(CN(CCCO)S(=O)(=O)c3cccc4nsnc34)c(=O)[nH]c2cc1C	-2.1	4	-2	1	-3.2	-4	6	-3	0
36	Cc1cc(N2C(=O)C3CC=CCC3C2=O)no1 (stereo unspecified)	-2.2	-1	0	1	-5.9	7	-4	-1	4
37	CC(C)N1CCC(N2CCN(C/C=C/c3ccc(F)cc3)CC2CCO)CC1 (stereo unspecified)	-2.8	-2	0	-2	-1.2	-17	-5	10	4
38	CC1=C(C)C(=O)C(CCCCC#CCCCC#CCO)=C(C)C1=O	0.0	.	4	-5	-0.1	19	-9	12	18
39	COC/C=C/C1=CC2=CC(=O)C(C)(OC(=O)c3cnc4ccccc4n3)C(=O)C2=CN1C1CCCCC1 (stereo unspecified)	-0.6	.	.	1	-2.8	.	-11	15	38*
40	COc1ccc(/C=N\NC(=O)c2cccc([N+](=O)[O-])c2)cc1Cn1cc([N+](=O)[O-])cn1	-3.3	0	.	0	-5.1	.	5	8	-9
41	O=C1COc2ccc(C(=O)COC(=O)c3sc4ccccc4c3Cl)cc2N1	0.2	-3	5	8	-4.0	1	1	29	6
42	CN(CC(=O)NCc1ccccn1)S(=O)(=O)c1ccc(Cl)cc1	-4.5	0	-3	4	-3.9	15	-13	11	9
43	C=CCn1c(SCC2=C(C(=O)OCC)C(C)NC(=O)N2)nnc1C1CCCCC1 (stereo unspecified)	-2.4	3	-4	0	-0.2	0	-9	22	1
44	COc1nc(N(c2ccccc2)c2ccccc2)nc(-n2ccnc2)n1	2.0	-1	-4	6	-3.6	-47	4	-25	-10
45	CCOC(=O)N1CCN(S(=O)(=O)c2cc(Br)cc3c2N(C(C)=O)C(C)C3)CC1 (stereo unspecified)	0.8	-2	6	-1	-3.1	2	-10	-2	-2
46	CC(C)c1ccc(N(CC(=O)NC2CCCC2)C(=O)CCC(=O)Nc2nccs2)cc1	-1.3	-8	1	2	-5.7	-10	-3	0	-6
47	COc1ccccc1N1CCN(S(=O)(=O)c2cc(C)sc2C)CC1	1.5	.	4	2	-5.7	-2	-2	8	-5
48	CCOC(=O)c1nnc2cc(-c3ccccc3)nn2c1C	0.1	1	-1	-3	-5.2	-10	1	19	-3
49	O=C(NCCNc1ccc(Cl)cc1[N+](=O)[O-])c1cccnc1	-1.8	-5	0	-3	-2.9	0	-21	0	-8
50	Cc1ccccc1-c1nc(CS(=O)(=O)CC(=O)NCCCN2CCOCC2)c(C)o1	-0.4	3	-3	-2	-0.6	-20	-1	14	-4

(further entries)
No.	SMILES	VIM-2 inhibitor	GalR3 antag	IDE act	IDE inh	IMP-1 inh	CRFBP-R2 block	pCIP destab	UBC9 SUMO inh	HCV NS3 hel inh
51	COc1ccccc1-n1c(SCC(=O)NC(C)(C)C)nc(O)cc1=O	-2.0	-5	2	-4	-4.4	-1	-8	9	36*
52	Cc1ccc(-n2nc3c(=O)n(CCCC(=O)NCc4cccc(Cl)c4)nc(C)c3c2C)cc1	-6.5	6	-4	3	-1.8	-3	-10	.	-8
53	COc1cccc2oc3ccc(C#Cc4ccccn4)cc3c(=O)c12	6.2	-3	-3	0	-3.0	6	-18	40	-42
54	O=C(NCc1ccc2c(c1)OCO2)c1nc(Cn2cc([N+](=O)[O-])cn2)no1	-0.2	-8	10	0	0.8	-13	-25	-3	4
55	Cc1c(NC(=S)NC(=O)c2cccc3ccccc23)cccc1C(=O)O	-2.2	1	-5	7	-2.2	-5	-4	5	19
56	O=C(CN(Cc1ccco1)C(=O)CNS(=O)(=O)c1ccccc1)NCc1ccccc1	3.5	-2	0	-7	0.2	10	-5	-2	31
57	CC(=O)N1CCCc2cc(S(=O)(=O)N3CCCC(C(=O)NCc4ccccc4)C3)ccc21 (stereo unspecified)	-4.5	-7	-3	10	-5.7	2	-9	-3	10
58	O=C(N/N=C\C=C\c1ccc([N+](=O)[O-])o1)c1cccs1	-2.8	-8	-3	.	-6.1	5	-20	51*	54*
59	N#Cc1nc(COc2ccc(Cl)cc2)oc1NCc1ccc2c(c1)OCO2	-3.8	-11	3	3	-2.0	2	-11	-23	-4
60	COC(=O)C1=C(C(=O)OC)[C@@H]2N(C)c3ccccc3[C@@]23C[C@@H](C(=O)OC)N(C(=O)CC(C)C)C3=N1	.	0	0	0	.	1	-6	-17	.
61	CCC(=O)N1CCN(c2ccccc2NC(=O)COc2ccc(C(C)C)cc2)CC1	-1.6	-6	-1	-4	-0.7	-20	0	26	-1
62	COc1ccccc1CNC(=O)[C@H](C)NC(=O)C1CCN(C(=O)[C@H](CCSC)NC(=O)OC(C)(C)C)CC1	-4.3	-1	-1	3	-3.7	4	6	2	-13
63	Cc1ccc(NC(=O)C2CCN(c3nc(C)cc(C)n3)CC2)cc1	-1.2	-2	2	-1	-2.8	-22	-2	-9	0
64	COc1ccc(OC)c(CCNC(=O)Cn2cccc2C(=O)c2ccccc2)c1	-1.6	1	5	5	-4.0	2	-2	9	-9
65	Oc1ccccc1N=Cc1c(O)ccc2oc3c(c12)CCCC3	-1.3	-4	-3	3	-2.1	-15	-30	42	26
66	O=C(NC1CCN(C(=O)C2CCCCC2)CC1)c1ccccc1	-3.4	-3	-2	1	-2.4	-4	-17	14	0
67	Cc1ccc(-n2c(C)c([N+](=O)[O-])c3ccc(O)cc32)cc1	-4.1	-5	.	0	-3.4	.	-12	2	-11
68	CC1=C(C(N)=O)C(c2ccco2)C(C(N)=O)=C(C)N1	-1.0	-2	6	0	-3.3	4	-5	-8	3
